High-throughput results: PubChem BioAssay, National Center for Advancing Translational Sciences (NCATS)
HCMV inh = blocks human cytomegalovirus replication. HFF cells, HCMV-luciferase reporter, 72 h; stronger effect = lower value. activity change, negative = inhibition, % at 57.5 µM. 4.5% of 410,000 active; in the data active = activity change below about -60%; inconclusive = no clear call, values can overlap the other calls; inactive = above about -39%
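Cell-based, HFFs, 1000 cells/well, 16 h 37C; cpds in DMSO + HCMV-luc, MOI 1 PFU/cell; 72 h 37C; OneGlo luminescence after 5 min RT; norm. to buffer vs Salinomycin 10uM.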
AmpC detergent = blocks E. coli AmpC beta-lactamase in detergent assay | P00811 | AmpC hydrolysis of nitrocefin, absorbance 480 nm, 0.01% Triton | Potency, µM (doses to about 114 µM), for the others: at the top dose activity change, negative = inhibition, hits mostly inhibitors | 0.041% of 370,000 active; active = well fitted inhibition curve with a large enough effect; inconclusive = small, poorly fitted or top-dose-only effect;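 note: potency is the fitted concentration of half-maximal effect; 0% = no-compound wells and -100% = no-enzyme wells; nearly all actives have a fitted effect of over 25% in size; some results filed as inactive show a strong effect at the top dose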
Target sequence (P00811 whole entry, looked up): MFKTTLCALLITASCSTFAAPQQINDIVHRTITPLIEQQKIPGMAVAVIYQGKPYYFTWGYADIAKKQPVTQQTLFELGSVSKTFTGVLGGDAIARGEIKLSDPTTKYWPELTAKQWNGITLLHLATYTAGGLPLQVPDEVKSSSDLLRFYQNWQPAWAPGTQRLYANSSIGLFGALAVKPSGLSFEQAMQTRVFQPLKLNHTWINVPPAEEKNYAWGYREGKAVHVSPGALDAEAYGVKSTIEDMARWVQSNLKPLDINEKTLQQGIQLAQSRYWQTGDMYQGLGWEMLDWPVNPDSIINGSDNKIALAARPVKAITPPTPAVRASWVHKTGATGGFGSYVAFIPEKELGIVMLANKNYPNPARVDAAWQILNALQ
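20 mM phosphate pH 7.0 + 0.01% (detergent screen) or 0.0001% Triton X-100; 5.3 nM AmpC reagent; cpd preinc 15 min RT; nitrocefin (800 uM stock) to start; A480 q20 s × 4 min; Activity was normalised to no-enzyme and no-compound control wells.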
Numbers without * were called inactive; ? = inconclusive. Unless noted, % is set by controls: 0 for no effect and ±100 for the full control effect.

SMILES	HCMV inh	AmpC detergent
COc1ccccc1OCC(=O)Nc1cc(-c2ccc(C)cc2)no1	26	13%
CC1Cc2cc(S(=O)(=O)CCC(=O)Nc3ccc(F)cc3)ccc2N1C(=O)C1CC1 (stereo not given)	20	1%
COc1ccc(S(=O)(=O)NCCc2sc(-c3ccccc3)nc2C)cc1F	-19	-1%
CC(=O)c1cccc(S(=O)(=O)NCCc2csc3nc(-c4ccc(F)cc4)nn23)c1	-21	2%
CCOC(=O)c1c(NC(=O)c2ccccc2Cl)sc2c1CCCC2	-25	-3%
Cc1cccc(C(=O)N2CCc3cc(CNC(=O)c4ccco4)ccc32)c1	-38	0%
Cc1nc2nc(SCC(=O)NCCc3ccc(Cl)cc3)nn2c(C)c1Cc1ccccc1	-19	-2%
C#CCOc1c(Br)cc(C2C(C(=O)OC)=C(C)NC3=C2C(=O)c2ccccc23)cc1OCC (stereo not given)	-63*	-1%
CCn1cc2nc(SCC(=O)Nc3ccc(OC)c(Cl)c3)n(Cc3ccc(OC)cc3)c(=O)c2n1	-22	1%
COCCNC(=O)C1CCN(Cc2cc3ccccc3n2Cc2ccc(C)cc2)CC1	-7	9%
CCOc1ccc(NC(=O)CCS(=O)(=O)c2cc3c4c(c2)CCN4C(=O)CC3)cc1	10	2%
COc1cccc(NC(=O)CSc2nc(O)c(C/C=C/c3ccccc3)c(=O)[nH]2)c1	23	8%
O=C(CSc1cn(CCNC(=O)c2c(F)cccc2F)c2ccccc12)Nc1ccc2c(c1)OCCO2	-9	3%
Cc1nn(-c2ccc(N3CCCC3)nn2)c(C)c1CCC(=O)Nc1ccc(F)cc1F	-29	3%
CCOc1ccc(C(=O)OCc2cc(=O)n3cc(C)sc3n2)cc1	3	-4%
CC1=C(C(=O)OCc2ccccc2)C(c2cccc(Cl)c2Cl)CC(=O)N1 (stereo not given)	-13	22%
COc1ccc(-c2nc(CSCC(=O)N3CCN(c4ccccc4F)CC3)c(C)o2)cc1	?	?
CCOC(=O)C1=C(CS(=O)(=O)c2ccc(F)c(C)c2)NC(=O)NC1c1ccc(F)c(F)c1 (stereo not given)	-23	-9%
CCCNC(=O)CN1C(=O)COc2ccc(S(=O)(=O)N3CCCC3)cc21	10	2%
CCOc1ccc(CCNC(=O)c2ccc(C)c(-n3cnc4cccnc43)c2)cc1	0	18%
COc1ccc(NC(=O)C2CCC(CNS(=O)(=O)c3cccc4nsnc34)CC2)cc1OC (stereo not given)	-7	-11%
Cc1ccc2nc(Nc3ccc(C)c(F)c3)c3nncn3c2c1	-7	7%
NC(=O)c1cc(S(=O)(=O)N2CCN(c3cccc(C(F)(F)F)c3)CC2)cs1	9	16%
Cc1cccc(-c2nc(N3CCN(c4ccc(F)cc4)CC3)c3ccccc3n2)c1	12	15%
O=C(NCCc1ccccc1)C(=O)NCC(c1cccnc1)N1CCN(c2ccccc2)CC1 (stereo not given)	-26	2%

One compound at a time, as listed above. Screens in order: HCMV inh	AmpC detergent
CCCNC(=O)CN1C(=O)COc2ccc(S(=O)(=O)N3CCCC3)cc21 is entered as 10	2%
NC(=O)c1cc(S(=O)(=O)N2CCN(c3cccc(C(F)(F)F)c3)CC2)cs1 is entered as 9	16%

Structural class: the compounds so far containing two or more sulfur atoms.
SMILES	HCMV inh	AmpC detergent
COc1ccc(S(=O)(=O)NCCc2sc(-c3ccccc3)nc2C)cc1F	-19	-1%
CC(=O)c1cccc(S(=O)(=O)NCCc2csc3nc(-c4ccc(F)cc4)nn23)c1	-21	2%
COc1ccc(NC(=O)C2CCC(CNS(=O)(=O)c3cccc4nsnc34)CC2)cc1OC (stereo not given)	-7	-11%
NC(=O)c1cc(S(=O)(=O)N2CCN(c3cccc(C(F)(F)F)c3)CC2)cs1	9	16%

The list goes on:
SMILES	HCMV inh	AmpC detergent
CC(=O)Nc1cc(C(=O)NCc2ccc(C)cc2)ccc1S(=O)(=O)c1ccc(Cl)cc1	-3	-1%
CN(C)c1ncc(C(=O)NCc2ccc(Cl)cc2)cn1	-7	12%
CCc1ccccc1NC(=O)N1CCOc2ccccc21	-9	-6%
CC(=O)c1ccc(NC(=O)c2ccc(-c3nc(CSc4ccccc4)c(C)o3)cc2)cc1	-76*	0%
CCS(=O)(=O)c1oc(-c2ccc(F)cc2)nc1S(=O)(=O)c1ccc(Br)cc1	-99*	6%
COc1ccc(Cl)cc1-n1nnc(-c2nsc(NC(=O)c3ccccc3Cl)n2)c1C	-11	11%
COc1ccccc1CCNC(=O)Cn1ccc2cc(S(=O)(=O)N3CCCCC3)ccc21	-8	0%
Cc1cccc(OCCSc2nnc(-c3cccs3)o2)c1	25	14%
Cc1ccc2nc(COc3ccccc3NC(=O)c3ccccc3F)cc(=O)n2c1	15	17%
CCOC(=O)C1=C(C)N=C2SCCC(=O)N2C1c1ccc(OCc2ccccc2)c(OC)c1 (stereo not given)	-6	23%
Cc1ccc2cccc(NC(=O)c3cccc4c(Cl)cccc34)c2n1	-8	-2%
COc1ccccc1CNC(=O)Cn1c(=O)ccc2cc(S(=O)(=O)N3CCCC3)ccc21	-2	7%
O=C(NC1CCCC1)c1c[nH]c2ccc(S(=O)(=O)Nc3cccc(C(F)(F)F)c3)cc2c1=O	16	0%
Cc1ccc2nc(CN3CCN(S(=O)(=O)c4ccccc4)CC3)oc2c1	?	5%
Cc1ccc(Nc2c(-c3ccc(N4CCOCC4)cc3)nc3cccc(C)n23)cc1	-11	2%
CCOC(=O)c1cc(-c2ccc(F)cc2)n(CCC(=O)NC2CCC(C)CC2)c1C (stereo not given)	0	-3%
O=C(Nc1ccccc1C(F)(F)F)c1cc2ccccn2n1	87	2%
COC(=O)c1cc2occc2n1Cc1ccc(F)cc1Cl	-21	21%
COc1ccccc1CNC(=O)Cc1c(C)c2c(cc(C)c3c(C)coc32)oc1=O	-25	-2%
c1ccc(-c2noc(-c3cccnc3NCc3ccco3)n2)cc1	96	7%
CC(=O)N1c2ccccc2C(=O)C1N1CCN(c2ccccc2F)CC1 (stereo not given)	0	1%
O=C(Nc1cccc2c1CCCC2)N1CCOc2ccc(Cl)cc21	18	10%
Cn1ncc2c(N3CCN(c4ccccc4Cl)CC3)ncnc21	?	-9%
CC(=O)c1nn(-c2ccc(OC(F)(F)F)cc2)nc1Nc1ccc(C)cc1	-24	4%
Cn1c(SCc2ccccc2Cl)nc2c([nH]c3ccccc32)c1=O	81	-3%

A different layout for six compounds above:
SMILES,HCMV inh,AmpC detergent
O=C(Nc1ccccc1C(F)(F)F)c1cc2ccccn2n1,87,2%
COC(=O)c1cc2occc2n1Cc1ccc(F)cc1Cl,-21,21%
COc1ccccc1CNC(=O)Cc1c(C)c2c(cc(C)c3c(C)coc32)oc1=O,-25,-2%
c1ccc(-c2noc(-c3cccnc3NCc3ccco3)n2)cc1,96,7%
CC(=O)N1c2ccccc2C(=O)C1N1CCN(c2ccccc2F)CC1 (stereo not given),0,1%
O=C(Nc1cccc2c1CCCC2)N1CCOc2ccc(Cl)cc21,18,10%

Following part:
SMILES	HCMV inh	AmpC detergent
CCOc1ccc(-c2noc(CSc3nnc(-c4ccccc4)n3-c3ccccc3)n2)cc1	-14	6%
CCOc1ccc(C(=O)c2cn(CC(=O)Nc3ccc(F)c(F)c3)c3cc4c(cc3c2=O)OCCO4)cc1	-6	-5%
O=C(Cn1ccc2cc(S(=O)(=O)N3CCCCC3)ccc21)NCc1cccc(Cl)c1	-4	-3%
Clc1ccc(N2CCN(Cc3nnc(-c4ccc5c(c4)OCO5)o3)CC2)cc1	8	12%
Cc1ccc(C)c(Cn2c3ccccc3c3cnn(CC(=O)NC4CCCCCC4)c(=O)c32)c1	7	21%
COc1cc(Cl)c(C)cc1NC(=O)c1c(C)oc2nc(C)nc(N3CCCC3)c12	89	13%
Cc1ccc(CSC2=Nc3ccccc3C3=NC(CCC(=O)N4CCN(c5ccccc5)CC4)C(=O)N23)cc1 (stereo not given)	16	17%
CCC1CCCCN1S(=O)(=O)c1ccc(N2CCCCS2(=O)=O)cc1 (stereo not given)	-15	14%
CCOc1ccc(CCNC(=O)CSc2nnnn2-c2ccc(C)cc2C)cc1OCC	0	-2%
O=C(Nc1ccc2nc(SCc3ccccc3)sc2c1)c1ccccc1F	-12	5%
Fc1ccc(-c2noc3ncnc(NC4CCCCC4)c23)cc1	-26	-1%
COc1cccc(C(=O)Nc2cccc(C(=O)OCc3cc(=O)n4nc(C(C)C)sc4n3)c2)c1	110	1%
O=C(NCC(c1cccs1)S(=O)(=O)c1cccs1)c1ccc(C(F)(F)F)cc1 (stereo not given)	-5	1%
CCOc1ccc2nc(N3CCN(C(=O)C(C)C)CC3)sc2c1	?	-4%
CCn1cc(C(=O)NCc2ccccc2Cl)c(=O)c2cc(S(=O)(=O)N3CCOCC3)ccc21	1	2%
O=C(Cn1cnc2c(oc3ccccc32)c1=O)Nc1ccccc1C(F)(F)F	17	18%
CCOc1ccc(Nc2c(S(=O)(=O)c3ccccc3)cnc3ccc(F)cc23)cc1	-30	-5%
CCOc1ccc(C(=O)Nc2ccc3oc(-c4ccc5ccccc5c4)nc3c2)cc1	-9	11%
CCC(=O)N1CCc2cc(S(=O)(=O)NC(C(=O)Nc3ccc(C(C)=O)cc3)C(C)C)ccc21 (stereo not given)	7	-3%
COc1ccc(C(=O)CCC(=O)Nc2ccc(OC)c(Cl)c2)cc1	3	2%
Cc1oc2ccc(O)c(CN3CCN(C)CC3)c2c1C(=O)Nc1ccc(C(C)C)cc1	31	12%
CC(=O)c1ccc(NC(=O)COCc2cc(-c3ccco3)on2)cc1	20	10%
CCCCN(CC)C(=O)c1nn(C)c2c1CSc1ccccc1-2	-6	21%
CC1CN(S(=O)(=O)c2ccc3c(c2)NC(=O)CC(=O)N3)c2ccccc2O1 (stereo not given)	0	6%
COc1cccc(CNS(=O)(=O)c2cnc(N)nc2)c1	-3	2%

Part of the list above, with values under each structure:
Every second line gives: HCMV inh, AmpC detergent
- O=C(NCC(c1cccs1)S(=O)(=O)c1cccs1)c1ccc(C(F)(F)F)cc1 (stereo not given)
  -5, 1%
- O=C(Nc1ccc2nc(SCc3ccccc3)sc2c1)c1ccccc1F
  -12, 5%
- CCC1CCCCN1S(=O)(=O)c1ccc(N2CCCCS2(=O)=O)cc1 (stereo not given)
  -15, 14%
- Cc1ccc(CSC2=Nc3ccccc3C3=NC(CCC(=O)N4CCN(c5ccccc5)CC4)C(=O)N23)cc1 (stereo not given)
  16, 17%
- O=C(Cn1cnc2c(oc3ccccc32)c1=O)Nc1ccccc1C(F)(F)F
  17, 18%

(listing goes on)
SMILES	HCMV inh	AmpC detergent
Cc1ccc(Cl)cc1Nc1nn2c(=O)c3ccc(C(=O)Nc4ccc(F)cc4)cc3nc2s1	-14	-1%
CCOc1ccc(NC(=O)CSc2nc3ccsc3c(=O)n2CCC(C)C)cc1	9	1%
Cc1cccc(C(=O)NCc2nc3ccccc3n2Cc2ccccc2Cl)c1	-18	16%
CCc1ccccc1NS(=O)(=O)c1ccc2[nH]cc(C(=O)N(CC)Cc3ccccc3)c(=O)c2c1	12	1%
O=c1c(=O)n(-c2ccccc2)ccn1Cc1cccc(C(F)(F)F)c1	?	18%
CCOc1ccc(C(=O)NCCc2sc(-c3ccc(C)cc3)nc2C)cc1	15	0%
CCCCNC(=O)CN1C(=O)c2cccnc2Sc2ccccc21	32	12%
CNC(=O)COc1ccc(NC(=O)c2ccc(-c3nn(C)c(=O)c4ccccc34)cc2)cc1	6	17%
Cc1ccc(NC(=O)CC2Nc3cc(C)c(C)cc3NC2=O)c(C)c1 (stereo not given)	36	-3%
COc1ccc(Cl)cc1NC(=O)CSc1nc(=O)n(Cc2ccco2)c2c1CCC2	-23	5%
COc1cn(CC(=O)Nc2ccccc2)c(CN2CCCCC2)cc1=O	16	8%
Cc1ccc(-n2nc3c(N4CCCC(C(=O)NCc5ccccc5C)C4)nnc(C)c3c2C)cc1 (stereo not given)	-64*	12%
Cc1nc2cccnc2n1C1CCN(S(C)(=O)=O)CC1	-20	1%
CCOc1ccc(OCC(=O)NCCS(=O)(=O)N2CCN(c3ccccc3F)CC2)cc1	-15	-5%
COc1ccc(-c2cn3nc(SCC(=O)Nc4cc(C)cc(C)c4)ccc3n2)cc1	69	3%
COc1cccc(Cn2nnc3c(=O)[nH]c(C4CCN(C(=O)c5ccccc5Cl)CC4)nc32)c1	-16	-1%
COc1ccc(OC)c(-n2c(=O)[nH]c3cc(C(=O)NCCc4ccc(OC)c(OC)c4)ccc3c2=O)c1	13	4%
COc1ccc(N2C(=O)CSC23C(=O)N(CC(=O)Nc2ccccc2F)c2ccccc23)cc1 (stereo not given)	-11	-6%
Cc1ccc(CN(Cc2ccco2)c2cnc(S(C)(=O)=O)nc2C(=O)Nc2ccccc2Br)o1	-16	-3%
Cc1cc(NC(=O)N2CCC(CN3CCCCCC3)CC2)ccc1Br	-17	11%
CCOC(=O)C1CCN(C(=O)c2c(C)nn(-c3ccc(F)cc3)c2-n2cccc2)CC1	-1	-5%
Cc1ccc(CN2CCSc3ccc(C(=O)N4CCN(c5ccc(Cl)cc5)CC4)cc32)cc1	?	7%
Cc1ccc(C(=O)Nc2ccc3[nH]c(=O)c(=O)[nH]c3c2)cc1	-1	12%
COc1cccc(-n2c(=O)c3c(C)c(C)sc3n(Cc3ccccc3C#N)c2=O)c1	1	?
CC1=C(C(=O)NCc2ccc(C)cc2)C2(CCCCC2)OC1=O	-11	0%

Not all compounds are listed (hit frequency here may not be typical).
